Source: PubChem (several laboratories)
LMPTP inh: LMPTP phosphatase inhibitors, primary screen, biochemical, fluorescence intensity, uHTS. Low molecular weight phosphotyrosine protein phosphatase (Homo sapiens), P24666. recombinant LMPTP-A, OMFP fluorogenic substrate. inhibition, % at 20 µM. hit rate 0.22% among 360,000. AID 651560, 2012;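 active = compounds that cut the enzyme signal by at least half of the control window in the single-dose screen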;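 also: plate controls were DMSO wells with enzyme plus substrate for no effect and substrate without enzyme for full effect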
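Assay system: LMPTP-A, protein tyrosine phosphatase of low molecular weight / Medium: pH 6.0 Bis-Tris buffer with DTT and Triton X-100 / Schedule: 50 min enzyme reaction at room temperature, protected from light / Measured by: endpoint fluorescence intensity from OMFP dephosphorylation / Read-out basis: % inhibition relative to no-enzyme and uninhibited control wells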
NadD block: inhibitors of S. aureus NadD, primary screen, biochemical, colorimetric, uHTS; hit rate 0.78% among 360,000; AID 602399, 2012; Nicotinate-nucleotide adenylyltransferase NadD (Staphylococcus aureus N315); purified NadD enzyme, colorimetric absorbance read-out; inhibition, % at 20 µM; in the data active = inhibition above about 26%; also: some compounds past the cut are filed as inactive
DNMT1 block: human DNMT1 methyltransferase inhibitors, primary screen, biochemical, molecular beacon, fluorescence, HinP1I cleavage, uHTS. AID 588458, 2011. inhibition (reported as % activation of signal), % at 10 µM. hit rate 0.83% among 360,000. DNA (cytosine-5)-methyltransferase 1 (Homo sapiens), P26358; in the data active = inhibition above about 50%
Target sequence (P26358 504-1616 limits assumed): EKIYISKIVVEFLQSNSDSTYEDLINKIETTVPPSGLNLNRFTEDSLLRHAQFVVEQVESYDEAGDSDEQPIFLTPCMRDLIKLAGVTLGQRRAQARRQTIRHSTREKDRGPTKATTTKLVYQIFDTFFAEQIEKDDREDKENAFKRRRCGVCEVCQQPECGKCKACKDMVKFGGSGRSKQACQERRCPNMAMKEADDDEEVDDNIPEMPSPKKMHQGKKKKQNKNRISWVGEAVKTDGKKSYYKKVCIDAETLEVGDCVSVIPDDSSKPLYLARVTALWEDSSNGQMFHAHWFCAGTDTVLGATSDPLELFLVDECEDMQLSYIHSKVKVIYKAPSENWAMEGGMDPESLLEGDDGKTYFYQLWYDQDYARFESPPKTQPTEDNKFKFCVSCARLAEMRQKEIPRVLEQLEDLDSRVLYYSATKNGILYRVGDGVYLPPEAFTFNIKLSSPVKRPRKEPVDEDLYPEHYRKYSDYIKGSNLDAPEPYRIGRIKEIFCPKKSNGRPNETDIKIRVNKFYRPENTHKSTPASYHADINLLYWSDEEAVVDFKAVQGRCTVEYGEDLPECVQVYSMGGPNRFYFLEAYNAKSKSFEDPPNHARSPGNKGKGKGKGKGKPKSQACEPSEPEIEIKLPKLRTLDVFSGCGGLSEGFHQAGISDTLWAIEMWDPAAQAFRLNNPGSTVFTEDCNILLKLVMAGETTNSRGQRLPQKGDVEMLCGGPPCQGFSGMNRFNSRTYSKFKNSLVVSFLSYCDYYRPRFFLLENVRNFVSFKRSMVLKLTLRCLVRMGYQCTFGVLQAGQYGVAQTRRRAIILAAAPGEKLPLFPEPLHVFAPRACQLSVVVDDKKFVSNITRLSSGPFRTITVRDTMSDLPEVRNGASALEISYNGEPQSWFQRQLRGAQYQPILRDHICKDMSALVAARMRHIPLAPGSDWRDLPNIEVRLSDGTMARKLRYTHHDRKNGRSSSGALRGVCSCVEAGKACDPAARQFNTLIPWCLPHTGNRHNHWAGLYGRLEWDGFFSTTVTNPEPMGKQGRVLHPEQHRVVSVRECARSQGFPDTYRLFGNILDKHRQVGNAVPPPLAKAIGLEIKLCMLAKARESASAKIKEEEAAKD
Scp-1 inhibitor: Scp-1 phosphatase inhibitors, primary screen, biochemical, colorimetric, uHTS; Recombinant Scp1, phosphopeptide, malachite green phosphate absorbance; inhibition, % at 20 µM; hit rate 0.88% among 340,000;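 active = inhibition above about 50% at 20 µM, limit read from the data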;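 also: plate controls were DMSO wells with enzyme for no effect and wells lacking enzyme for full effect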
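Times: enzyme reaction 45 min at room temperature, colour 5 min, stabilisation 30 min. Material: SCP-1 catalytic fragment, aa 76-261. Medium: Acidic Tris acetate buffer with magnesium and detergent. Signal: colorimetric free-phosphate detection, absorbance 630 nm. Read-out basis: % inhibition of SCP-1 phosphate liberation. Reagent: Phosphorylated 17-residue peptide substrate.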
SUMO1 PPI mod: modulators of SUMO1 protein-protein interactions, primary screen, biochemical, uHTS. Small ubiquitin-related modifier 1 (Homo sapiens), P63165. SUMO1 binding to a labelled peptide, TR-FRET, 1 h. inhibition, % at 20 µM. hit rate 0.33% among 360,000; in the data active = inhibition above about 37%
Rin1 Abl inh: inhibitors of Rin1-Abl protein binding, primary screen, biochemical, TR-FRET; hit rate 0.4% among 360,000; Tyrosine-protein kinase ABL1 (Homo sapiens) + Ras and Rab interactor 1 (Homo sapiens), …; inhibition, % at 7.35 µM; in the data active = inhibition above about 5%, passing the limit was not always enough
CSN inh: inhibitors of CSN-mediated cullin deneddylation, primary screen, biochemical, fluorescence polarization, uHTS; inhibition, % at 12.5 µM; Purified CSN, SCF-Nedd8-OG deneddylation; hit rate 0.38% among 360,000; COP9 signalosome complex subunit 5 (Homo sapiens), Q92905;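 active = pattern-corrected inhibition above about 35%, with an unprinted fluorescence ratio check between 0.5 and 1.5, limit read from the data, passing the limit was not always enough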;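 also: 0% = enzyme with substrate and 100% = substrate without enzyme; some results filed as inactive read as strong as hits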
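assay system = purified human Csn5 enzyme expressed in HEK293T cells | amount = 0.24 nM enzyme | buffer or medium = Tris/NaCl/DTT buffer, pH 7.5 | reagent = 10 nM SCFSkp2-Nedd8OG | compound = one concentration, 12.5 µM, 0.25% DMSO | times = 90 min reaction at room temperature | signal = FP | read-out basis = % inhibition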
Neddyl block: inhibitors of cullin neddylation, primary screen, biochemical, TR-FRET, uHTS, NAE and Ubc12. calls only at 25 µM. NEDD8-conjugating enzyme Ubc12 (Homo sapiens) + NEDD8-activating enzyme E1 regulatory …. hit rate 0.58% among 360,000; in the data active = inhibition above about 36%
STEP inh: STEP phosphatase inhibitors, primary screen, biochemical, fluorescence intensity, uHTS. recombinant STEP, OMFP fluorogenic substrate. inhibition, % at 20 µM. hit rate 0.25% among 360,000. AID 588621, 2011;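 active = inhibition at 20 µM, scaled per plate between control wells, above about 37%, limit read from the data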;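 also: 0% = DMSO with enzyme and substrate and 100% = substrate only without enzyme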
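System: STEP (striatal-enriched tyrosine phosphatase) enzyme, cell-free; medium: Bis-Tris pH 6.0 buffer with DTT, detergent; dosing: 20 µM, 1% DMSO; times: reaction 20 min, ambient temperature; detection: fluorescence, 480/540 nm; read-out basis: normalized % inhibition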
Rpn11 block: Rpn11 (PSMD14) deubiquitinase inhibitors, primary screen, biochemical, fluorescence polarization, uHTS; human 26S proteasome, Ub4-pepOG fluorescence polarization; 20S core pre-blocked with epoxomicin; calls only at 20 µM; hit rate 0.59% among 360,000;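 active = inhibition at 20 µM, scaled to each plate's controls, above about 33%, limit read from the data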
* hit, by the source's call; i = inactive; . = no result given.

Keys: A = LMPTP inh; B = NadD block; C = DNMT1 block; D = Scp-1 inhibitor; E = SUMO1 PPI mod; F = Rin1 Abl inh; G = CSN inh; H = Neddyl block; I = STEP inh; J = Rpn11 block
> Cn1c(=O)c2c(n(C)c1=O)=NC1(CCCCC1)N=2
  A: -1.7; B: 1; C: 1; D: -2; E: -9; F: 0; G: 4; H: i; I: -2; J: i

> CC(NS(=O)(=O)c1cccc(S(=O)(=O)c2ccccc2)c1)C(=O)O (configuration not stated)
  A: 0.9; B: 6; C: 3; D: 6; E: 3; F: -2; G: -8; H: i; I: -6; J: i

> O=C(O)C1C2CCC1C(O)C2 (configuration not stated)
  A: -2.2; B: 0; C: 6; D: .; E: -1; F: 3; G: -2; H: i; I: 0; J: i

> CNC[C@H]1Oc2c(NS(=O)(=O)c3ccc(F)cc3)cccc2C(=O)N([C@H](C)CO)C[C@@H]1C
  A: -1.1; B: 2; C: 7; D: 14; E: 2; F: 1; G: 2; H: i; I: -2; J: i

> COc1ccc(C2=NS(=O)(=O)N(C)C(C(=O)NC3CCCC3)=C2)cc1OC
  A: -0.5; B: 0; C: -1; D: -11; E: -20; F: -3; G: -1; H: i; I: 1; J: i

> CC(NC(=O)c1cccs1)c1n[nH]c(=S)n1C (configuration not stated)
  A: -1.6; B: 1; C: 1; D: -10; E: 2; F: 4; G: 3; H: i; I: 0; J: i

> NS(=O)(=O)c1ccc(N/N=C/c2ccc(O)c(O)c2O)c([N+](=O)[O-])c1
  A: 65*; B: 9; C: -5; D: 48; E: 14; F: 40*; G: 20; H: i; I: 5; J: i

> NNC(=O)CSc1c(-c2ccccc2)c2cc(Cl)ccc2[nH]c1=O
  A: -1.7; B: 9; C: -2; D: 10; E: -1; F: 1; G: 0; H: i; I: -3; J: i

> C[C@H]1CN([C@@H](C)CO)S(=O)(=O)c2ccc(-c3ccccc3)cc2O[C@H]1CN(C)C(=O)C1CCC1
  A: -0.7; B: -2; C: -3; D: .; E: 5; F: 1; G: 3; H: i; I: -2; J: i

> COc1ccc(S(=O)(=O)N(C)CC(=O)Nc2cccc(C(C)=O)c2)cc1C
  A: 0.9; B: 0; C: 2; D: -4; E: -1; F: -1; G: 4; H: i; I: 0; J: i

> O=S(=O)(NC1=NCCC1)c1ccc(F)cc1
  A: 0.2; B: 4; C: 2; D: 3; E: 1; F: 1; G: 5; H: i; I: -1; J: i

> COc1ccc(S(=O)(=O)NCC(=O)N(CC(=O)NC(C)(C)C)Cc2cccs2)cc1
  A: -0.6; B: -9; C: 0; D: -1; E: 2; F: 5; G: -6; H: i; I: 2; J: i

> Fc1cccc(Cc2c(-c3ccc(Cl)cc3)nc3ccc(Br)cn23)c1
  A: 6.9; B: 8; C: 1; D: .; E: -6; F: -46; G: 2; H: i; I: 0; J: i

> CC(C(=O)NN)c1ccc([N+](=O)[O-])cc1 (configuration not stated)
  A: -0.5; B: -7; C: 2; D: 5; E: -9; F: 1; G: -8; H: i; I: -3; J: i

> S=c1[nH]nc(COc2ccccc2)n1/N=C/c1ccc(Cl)c(Cl)c1
  A: 2.6; B: 10; C: 0; D: -1; E: 1; F: 1; G: 2; H: i; I: 12; J: i

> O=C(NCc1csc2ccc(Cl)cc12)Nc1ccccc1
  A: 1.4; B: -4; C: 4; D: -8; E: 5; F: 0; G: -2; H: i; I: 3; J: i

> Cc1ccsc1/C=C1\SC(=S)N(CC2CCCO2)C1=O (configuration not stated)
  A: 1.7; B: -9; C: -1; D: -7; E: -23; F: 0; G: -1; H: i; I: 0; J: i

> CC(=O)c1cccc(NC(=O)CNC(=O)c2sc3ccccc3c2Cl)c1
  A: 0.1; B: 0; C: 30; D: 0; E: -4; F: -3; G: 5; H: i; I: 1; J: i

> O=C(CCNC(=O)c1ccc([N+](=O)[O-])cc1)Nc1ccc(F)cc1F
  A: -0.9; B: 2; C: 0; D: -7; E: -33; F: 0; G: -6; H: i; I: 1; J: i

> CCN(CC(=O)NCc1ccc(F)cc1)C(=O)C(C)Oc1cccc(Cl)c1 (configuration not stated)
  A: -2.1; B: 2; C: 1; D: -3; E: -1; F: 1; G: -3; H: i; I: 1; J: i

> O=C(CCN1CCN(c2ccccc2)CC1)NNC(=O)c1cccc2ccccc12
  A: 0.0; B: -1; C: -1; D: -11; E: -7; F: -5; G: -14; H: i; I: -2; J: i

> CCCn1c(SCC(=O)N2c3ccccc3CC2C)nnc1-c1ccco1 (configuration not stated)
  A: -1.3; B: -3; C: 0; D: 3; E: 1; F: 1; G: -1; H: i; I: -1; J: i

> COc1ccc(-c2nnc(NC(=O)c3ccccc3[N+](=O)[O-])s2)c(OC)c1
  A: -2.8; B: -3; C: 2; D: -9; E: -5; F: -2; G: -5; H: i; I: 0; J: i

> COc1ccc(CNC(=O)C/C(C)=N/NC(=O)COc2ccccc2)cc1
  A: -1.7; B: -5; C: -1; D: 2; E: 1; F: 3; G: -7; H: i; I: 1; J: i

> CC(C)CNS(=O)(=O)c1ccc(CCC(=O)Nc2ccc3c(c2)OCCO3)cc1
  A: -1.2; B: -6; C: 0; D: -8; E: -3; F: -2; G: 1; H: i; I: 1; J: i

Compounds from the list above that have an aryl thioether with sulfur outside any ring, in the order listed:
Keys: A = LMPTP inh; B = NadD block; C = DNMT1 block; D = Scp-1 inhibitor; E = SUMO1 PPI mod; F = Rin1 Abl inh; G = CSN inh; H = Neddyl block; I = STEP inh; J = Rpn11 block
> NNC(=O)CSc1c(-c2ccccc2)c2cc(Cl)ccc2[nH]c1=O
  A: -1.7; B: 9; C: -2; D: 10; E: -1; F: 1; G: 0; H: i; I: -3; J: i

> CCCn1c(SCC(=O)N2c3ccccc3CC2C)nnc1-c1ccco1 (configuration not stated)
  A: -1.3; B: -3; C: 0; D: 3; E: 1; F: 1; G: -1; H: i; I: -1; J: i

Following part:
Keys: A = LMPTP inh; B = NadD block; C = DNMT1 block; D = Scp-1 inhibitor; E = SUMO1 PPI mod; F = Rin1 Abl inh; G = CSN inh; H = Neddyl block; I = STEP inh; J = Rpn11 block
> Cc1ccnc(N(C(=O)Nc2ccccc2)C2=NCC(C)(C)S2)c1
  A: 0.1; B: 0; C: 0; D: -11; E: 2; F: -2; G: 3; H: i; I: 0; J: i

> CC1=C(C(=O)OC(C)C)C(c2cccs2)NC(=O)N1 (configuration not stated)
  A: -1.5; B: 7; C: -1; D: -2; E: -1; F: -3; G: 1; H: i; I: -3; J: i

> CCCCN1CC(Br)C(=O)NC1=O (configuration not stated)
  A: -5.2; B: 0; C: -4; D: -8; E: 0; F: 1; G: -3; H: i; I: 0; J: i

> COc1cc(C(=O)Nc2nnc(CC(C)C)s2)c([N+](=O)[O-])cc1OC
  A: 0.0; B: 0; C: 2; D: -1; E: -5; F: 2; G: 8; H: i; I: -2; J: i

> CNC(=O)c1[nH]cnc1C(=O)Nc1ccccn1
  A: 0.4; B: 3; C: 3; D: -7; E: -3; F: 0; G: -3; H: i; I: -4; J: i

> Cc1ccccc1NC(=O)CCC(=O)N/N=C/c1cccnc1
  A: -0.3; B: -2; C: 2; D: 12; E: -2; F: 1; G: 4; H: i; I: 1; J: i

> Nc1nc(-c2ccccc2)c(N=Nc2ccccc2Cl)s1
  A: 13; B: -1; C: -30; D: 6; E: -38; F: 5; G: -7; H: i; I: 7; J: i

> Cc1oc(C(=O)O)cc1COc1cccc2ccccc12
  A: -1.8; B: -1; C: -2; D: -5; E: 3; F: -1; G: -1; H: i; I: 0; J: i

> COc1ccc(C(=O)C2CCCN(C(=O)c3cccs3)C2)cc1F (configuration not stated)
  A: -1.5; B: -2; C: 2; D: 2; E: -2; F: -4; G: 1; H: i; I: 1; J: i

> CCc1ccc(OC)c(S(=O)(=O)NCCOc2ccccc2)c1
  A: -0.7; B: 0; C: -1; D: -8; E: 4; F: 0; G: -6; H: i; I: -1; J: i

> Cc1ccccc1N1C(=O)C(Cl)=C(N2CCN(c3ccccc3)CC2)C1=O
  A: 2.4; B: 6; C: -1; D: -10; E: -7; F: 1; G: 0; H: i; I: 8; J: i

> COc1cc(/C=N/NC(=O)CCc2c(C)n[nH]c2C)cc(OC)c1OC
  A: -1.4; B: 3; C: 2; D: -3; E: -2; F: 5; G: -2; H: i; I: -2; J: i

> O=c1cc(-c2ccccc2)nc2c(-c3ccccc3)c(C(F)(F)F)[nH]n12
  A: 1.0; B: 11; C: -2; D: -3; E: 23; F: 0; G: -4; H: .; I: 1; J: i

> O=C(NCc1ccc2c(c1)OCO2)c1cc(-c2cc(Cl)ccc2O)n[nH]1
  A: 0.1; B: -6; C: 2; D: -14; E: 1; F: -1; G: -3; H: i; I: 1; J: i

> COc1ccc(C(=O)NCC(c2ccccc2)c2ccccc2)cc1S(=O)(=O)N1CCOCC1
  A: 1.0; B: -9; C: -4; D: -8; E: -3; F: 0; G: -4; H: i; I: 2; J: i

> C=C(C)COc1ccc(-c2nc(N)nc(C(F)(F)F)c2-c2ccc(OC)cc2)c(O)c1
  A: 3.8; B: -3; C: -6; D: -14; E: 5; F: 5; G: 0; H: i; I: -1; J: i

> COc1ccc(-n2c(C)n[nH]c2=O)cc1OC
  A: -1.8; B: 3; C: 2; D: -6; E: -2; F: 2; G: 2; H: i; I: 0; J: i

> COc1ccc(OC)c(CNS(=O)(=O)c2cc(CN3C(=O)c4cccnc4C3=O)ccc2OC)c1
  A: -0.7; B: -2; C: -1; D: 3; E: -15; F: 3; G: 1; H: i; I: 0; J: i

> CCN(CCc1ccccc1)c1ccc2c(c1)C1CC2CCN1Cc1ccccc1 (configuration not stated)
  A: 3.2; B: -13; C: 6; D: .; E: 3; F: 1; G: 1; H: i; I: 2; J: i

For reference, part of the list above.
Keys: A = LMPTP inh; B = NadD block; C = DNMT1 block; D = Scp-1 inhibitor; E = SUMO1 PPI mod; F = Rin1 Abl inh; G = CSN inh; H = Neddyl block; I = STEP inh; J = Rpn11 block
> C=C(C)COc1ccc(-c2nc(N)nc(C(F)(F)F)c2-c2ccc(OC)cc2)c(O)c1
  A: 3.8; B: -3; C: -6; D: -14; E: 5; F: 5; G: 0; H: i; I: -1; J: i

> COc1ccc(-n2c(C)n[nH]c2=O)cc1OC
  A: -1.8; B: 3; C: 2; D: -6; E: -2; F: 2; G: 2; H: i; I: 0; J: i
